# CIT2 TOR yeast – modulators of CIT2-GFP expression in yeast, primary screen, S. cerevisiae, GFP fusion, multiplex flow cytometry, MLPCN library; S. cerevisiae CIT2-GFP strain, 3 h; 100 means same as DMSO wells; GFP response vs DMSO, % at 10 µM; hit rate 0.065% among 320,000;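 active = GFP response relative to DMSO above a set limit, near the screen mean plus 3 SD, cut at about 150% in these data; inconclusive = Fewer than 70 cells measured for a yeast strain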;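 note: ratio of well median GFP fluorescence to mean of DMSO wells on the plate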
# GRK2 inh – compounds blocking aptamer binding on GRK2 – biochemical, human GRK2, bead flow cytometry, HTS, primary screen. Beta-adrenergic receptor kinase 1 (Homo sapiens), P25098. inhibition of aptamer binding, % at 10 µM. FAM-aptamer displacement from GRK2. hit rate 0.59% among 330,000. AID 488847, 2010;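 active = inhibition of aptamer binding above 40%, roughly 3 SD of noise, on plates passing a quality check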;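 note: median bead fluorescence of bound FAM aptamer so fluorescent compounds give negative values; no value below 0 was filed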
# CR mimetic SO – reduction of superoxide in aged yeast, primary screen, HTS; S. cerevisiae aged cells, superoxide DHE fluorescence; active compounds read low; superoxide response (% of plate mean), % at 10 µM; hit rate 0.18% among 330,000; AID 2690, 2010;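 active = superoxide response under a set limit, about three screen SD below normal, cut at about 65% in these data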;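 note: yeast aged for seven days with compound at 30 °C before DHE staining; 100% = average MFI of all compound-treated wells on the plate with controls excluded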
# VLA-4 inh – inhibition in human VLA-4 binding assay, primary screen, VLA-4 allosteric modulator project, MLPCN library, flow cytometry, VLA-4 expressing cells. ligand binding flow cytometry. Integrin alpha-4 (Homo sapiens), P13612. hit rate 0.2% among 330,000. inhibition, % (about 7 µM as worked out from the volumes in the protocol). AID 2557, 2010; in the data active = inhibition above about 50%
# Target sequence (P13612 whole entry, looked up): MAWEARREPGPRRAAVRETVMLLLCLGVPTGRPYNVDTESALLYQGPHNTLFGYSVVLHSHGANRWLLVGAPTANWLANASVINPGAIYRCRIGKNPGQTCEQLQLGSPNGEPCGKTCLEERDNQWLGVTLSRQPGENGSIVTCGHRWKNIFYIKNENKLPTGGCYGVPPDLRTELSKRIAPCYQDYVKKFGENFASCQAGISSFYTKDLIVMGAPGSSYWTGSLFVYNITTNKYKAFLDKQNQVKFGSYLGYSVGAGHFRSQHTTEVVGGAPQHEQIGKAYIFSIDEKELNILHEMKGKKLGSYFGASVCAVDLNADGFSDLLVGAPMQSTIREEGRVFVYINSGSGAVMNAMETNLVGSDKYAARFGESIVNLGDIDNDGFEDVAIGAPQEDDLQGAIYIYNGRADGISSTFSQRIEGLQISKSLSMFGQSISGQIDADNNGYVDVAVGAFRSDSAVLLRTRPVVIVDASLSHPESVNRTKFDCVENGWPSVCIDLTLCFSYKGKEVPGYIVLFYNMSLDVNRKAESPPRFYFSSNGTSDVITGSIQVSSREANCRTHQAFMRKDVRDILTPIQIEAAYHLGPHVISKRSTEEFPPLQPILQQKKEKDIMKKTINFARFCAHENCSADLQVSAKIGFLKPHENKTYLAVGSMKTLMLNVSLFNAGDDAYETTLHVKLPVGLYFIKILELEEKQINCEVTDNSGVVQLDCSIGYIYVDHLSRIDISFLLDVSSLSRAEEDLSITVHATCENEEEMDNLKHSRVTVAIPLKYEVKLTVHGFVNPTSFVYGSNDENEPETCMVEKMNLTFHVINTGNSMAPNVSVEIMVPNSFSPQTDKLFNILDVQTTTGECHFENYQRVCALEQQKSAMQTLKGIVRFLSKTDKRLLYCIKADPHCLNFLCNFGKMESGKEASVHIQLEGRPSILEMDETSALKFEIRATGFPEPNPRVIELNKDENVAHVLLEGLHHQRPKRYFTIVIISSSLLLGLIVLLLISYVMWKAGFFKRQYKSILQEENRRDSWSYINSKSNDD
# MEP2 TOR yeast – modulators of MEP2-GFP levels in yeast, primary screen, S. cerevisiae, multiplex flow cytometry, MLPCN library | hit rate 0.51% among 330,000 | S. cerevisiae MEP2-GFP strain, 3 h; 100% = DMSO control level | AID 2016, 2009 | GFP response vs DMSO, % at 10 µM;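 active = GFP response versus DMSO above a set limit, roughly screen mean plus 3 SD, cut at about 180% in these data; inconclusive = fewer than 70 cells counted for a yeast strain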;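 note: median GFP fluorescence of the barcode-gated MEP2-GFP cells per well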
# RPL19A-GFP yeast – RPL19A-GFP expression modulators in yeast, primary screen, cell-based, S. cerevisiae, multiplex flow cytometry, MLPCN; S. cerevisiae RPL19A-GFP strain, 3 h; active compounds read low; percent response vs DMSO, % at 10 µM; hit rate 0.3% among 330,000; AID 2025, 2009;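 active = percent response vs DMSO below 50%; inconclusive = fewer than 70 events counted for the yeast strain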;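 note: median channel GFP fluorescence of the barcoded RPL19A-GFP strain; ratio of sample median GFP to plate DMSO average so 100% = DMSO; lower means less RPL19A-GFP as with rapamycin TOR inhibition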
# AGP1-GFP MLPCN – modulators of AGP1-GFP expression in yeast TOR pathway, primary screen, cell-based, multiplex flow cytometry, S. cerevisiae, MLPCN library; hit rate 0.02% among 320,000; 3 h; GFP as percent of DMSO wells; GFP response vs DMSO, % at 10 µM;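 active = GFP response relative to DMSO above a set limit, near screen average plus 3 SD, cut at about 150% in these data; inconclusive = fewer than 70 cells counted for the yeast strain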;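 note: median GFP channel fluorescence of the gated AGP1 strain per well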
# LAP4 TOR yeast – modulators of LAP4-GFP expression in yeast, primary screen, S. cerevisiae, multiplex flow cytometry, MLPCN library; 3 h; median GFP as percent of DMSO wells; GFP response vs DMSO, % at 10 µM; hit rate 0.34% among 320,000;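 active = GFP response vs DMSO above a set limit, about the screen mean plus 3 SD, cut at about 150% in these data; inconclusive = under 70 cell events counted for the yeast strain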
# The depositor's hits bear a star; ? = inconclusive; . = not tested or not shown; [ ] = dose if it differs, or a comment.
# Under each structure: CIT2 TOR yeast	GRK2 inh	CR mimetic SO	VLA-4 inh	MEP2 TOR yeast	RPL19A-GFP yeast	AGP1-GFP MLPCN	LAP4 TOR yeast
- CC(C)CNC(=O)NC(=O)COC(=O)COc1ccc(Cl)cc1Cl
  106	0	99	-1	107	105	109	113
- C=CCN1C2=NCCCN2c2ccccc21
  89	1	106	-2	95	96	97	85
- Cc1cc(NC(=O)CSc2nnc(-c3ccco3)o2)no1
  108	0	105	15	112	92	100	98
- CCS(=O)(=O)NCc1ccc2[nH]c3c(c2c1)CCCC3
  99	0	86	0	101	102	97	107
- COc1ccc(C(C#N)N2CCC(c3ccccc3)=N2)cc1OC (stereo unspecified)
  94	1	101	7	88	96	95	98
- CCCNc1c(N)c(=O)c1=O
  107	6	92	-6	100	98	111	114
- CCOC(=O)C1CCCN(C(=O)C2CC(=O)N(c3ccc(C)cc3)C2)C1 (stereo unspecified)
  .	0	103	6	89	92	90	84
- O=S(=O)(c1cccc(-c2nnc(-c3cccnc3)o2)c1)N1CCCCC1
  100	2	103	9	99	102	100	104
- COc1ccc(OC)c(NC(=O)CSc2nnc(CNC(=O)COc3ccc(Cl)cc3)o2)c1
  101	3	99	8	103	98	101	102
- O=C(c1ccco1)N1CCN(C(=O)c2ccc(-c3ccc(Cl)cc3)o2)CC1
  95	0	105	13	96	99	92	104
- CC(CC(=O)NCCc1ccc(F)cc1)c1ccccc1 (stereo unspecified)
  92	0	98	3	99	97	91	84
- OCC[C@@H]1C[C@H](O)[C@@H](O)[C@@]2(OCCc3ccccc32)O1
  70	3	98	4	89	97	81	103
- N=C1SCC(=O)N1/N=C/c1ccccc1
  99	0	101	12	103	104	89	99
- CC(C)CNC(=O)c1ccc(Cl)c(N)c1
  100	0	97	10	104	103	105	99
- CC(=O)Oc1ccc(C(=O)Nc2cc(C)ccc2NC(=O)COc2ccccc2)cc1
  97	2	87	4	104	101	104	105
- O=C(CN(C(=O)c1csnn1)c1ccc(F)cc1)NCc1ccc(F)cc1
  96	1	92	3	100	93	104	100
- CC(C)(C)c1ccc(COn2ccnc2)cc1
  89	5	109	-1	90	94	86	99
- CC(=O)NC12CC3CC(C)(C1)CC(NC(C)=O)(C3)C2
  102	0	102	16	103	101	101	114
- CCOc1cccc(C(=O)Nc2ccccc2OC(F)F)c1
  97	0	95	-6	101	101	.	99
- Cc1cccc([C@@H]2[C@@H]3C(=O)N(Cc4ccccc4)C(=O)[C@@H]3[C@]3(CC(C)C)C(=O)N(c4cccc(F)c4)C(=O)N23)c1
  69	1	106	24	94	98	80	130
- O=C(c1cc(-c2ccccn2)nc2ccc(Br)cc12)N1CCN(S(=O)(=O)c2ccccc2)CC1
  100	0	90	1	91	104	97	101
- COc1ccc(C(CNC(=O)c2ccc(N3CCCC3=O)cc2)N2CCCC2)cc1 (stereo unspecified)
  97	0	110	1	103	98	98	101
- CC(=O)/C=C\c1ccc(OC(=O)c2cccnc2)cc1
  108	1	106	6	107	104	96	96
- Nc1c(N)c2ccccc2oc1=O
  98	0	119	6	99	95	100	101
- COc1ccc(S(=O)(=O)Nc2ccc(F)c(F)c2)cc1Cl
  93	23	123	9	99	98	94	102
- CN(C)Cc1c(-c2ccc(Cl)cc2)nc2ccc(Cl)cn12
  108	1	100	1	105	104	94	88
- CC1(c2nnc(-c3ccncc3)o2)CC(c2ccc(Cl)cc2)=NO1 (stereo unspecified)
  67	1	93	19	89	93	78	115
- Cc1ccc(N2CC(C(=O)NCCC(C)C)CC2=O)cc1 (stereo unspecified)
  110	0	106	-9	106	98	103	102
- Cc1ccc(Oc2ncc(CN3CC(C)OC(C)C3)s2)cc1 (stereo unspecified)
  107	5	86	-2	106	106	104	106
- O=C(CNC(=O)c1ccc(Cl)cc1Cl)OCC(=O)N1CCCC1
  100	56*	96	5	102	98	103	100
- COC(=O)C1=C(C(=O)OC)[C@@H]2N(C)c3ccc(OC)cc3[C@@]23C[C@@H](C(=O)OC)N(S(=O)(=O)c2ccc(OC)cc2)C3=N1
  83	4	105	-10	95	105	90	102
- CCCSc1nc(N)cc(=O)[nH]1
  100	4	103	14	99	101	97	110
- C[C@H](CO)N1C[C@H](C)[C@@H](CN(C)CC2CCCCC2)Oc2c(NC(=O)Cc3ccccc3)cccc2C1=O
  98	0	98	29	103	106	107	108
- COc1ccc(-c2cncnc2-c2ccc(OC)cc2O)cc1
  96	2	96	10	108	105	91	108
- CC(=O)Nc1ccc(/C(C)=N/NS(=O)(=O)c2ccccc2)cc1
  94	1	101	-1	103	106	94	86
- Cc1ccc(N2C(=O)C3NN=C(C(=O)OCc4ccccc4)C3C2=O)cc1 (stereo unspecified)
  111	2	108	10	110	103	105	98
- Cc1ccccc1CC(=O)NC1CCN(Cc2ccccc2)CC1
  112	0	74	2	108	107	109	101
- COc1cc(CNCc2ccccn2)ccc1OCc1ccc(Cl)c(Cl)c1
  94	0	110	16	98	98	104	103
- Cc1cccc(-c2cc3nc4c(c(N5CCC6(CC5)OCCO6)n3n2)CCCC4)c1
  91	0	102	26	99	93	82	112
- O=C(CSc1nc2ccccc2c(=O)[nH]1)Nc1ccccc1N1CCOCC1
  107	0	93	-2	102	105	102	100
- CCc1ccc(-c2c(C)sc(NC(=O)C3CCC3)c2C#N)cc1
  95	1	91	-1	100	101	99	91
- O=c1cc(-c2ccccc2)nc(Cc2c(Cl)cccc2Cl)[nH]1
  100	0	97	-4	105	99	94	95
- COc1ccc(NC(=O)Cc2ccsc2)cc1S(=O)(=O)N1CCOCC1
  99	0	78	8	91	96	98	95
- C/C(Cn1cnc([N+](=O)[O-])n1)=N\NC(=O)c1ccccc1O
  103	6	95	10	97	100	103	91
- Oc1ccc(C[C@H]2CNCCN2CC2(c3ccccc3)CC2)cc1
  94	2	99	-12	90	92	86	128
- COC(=O)c1cccc(Oc2nc3c(c(=O)n(C)c(=O)n3C)n2C(C)C)c1
  92	3	104	-19	102	97	96	101
- Cc1nc2ncnn2c(C)c1CCC(=O)Oc1ccccc1
  107	0	112	-15	109	108	129	89
- CCCCc1nc2cc(C(=O)NCc3cn(C)nc3C)ccc2o1
  96[may fluoresce red]	0	117	-13	93[may fluoresce red]	?	99[may fluoresce red]	95[may fluoresce red]
- O=S(=O)(c1ccc(C2CCCCC2)cc1)N1CCOCC1
  91	1	94	-1	98	97	105	104
- CC(=O)c1ccc(NS(=O)(=O)c2cc(-c3cnc(C4CC4)o3)ccc2C)cc1
  114	7	99	-13	102	100	99	91

# Following part
# Under each structure: CIT2 TOR yeast	GRK2 inh	CR mimetic SO	VLA-4 inh	MEP2 TOR yeast	RPL19A-GFP yeast	AGP1-GFP MLPCN	LAP4 TOR yeast
- COc1c(C)cccc1C(=O)Nc1ccc(CN2CCCCC2)cc1
  105	2	97	-4	106	102	105	102
- O=C(CC(=O)c1ccccc1)Nc1cccnc1Cl
  78	3	91	-6	95	96	90	103
- COc1ccc([C@H]2CC(=O)C=C(c3ccc(OC(F)(F)F)cc3)C2)cc1OC
  106	5	91	-15	103	104	108	111
- O=S(=O)(Nc1ccc(Br)cc1)N1CCOCC1
  96	1	104	-3	98	106	93	77
- O=C(O)C(CC1CCCCC1)N1CCS(=O)(=O)CC1 (stereo unspecified)
  84	2	93	5	98	96	92	102
- CC(C)(C)NC(=O)C(c1ccncc1)N(C(=O)Cn1nnc(-c2ccc(F)cc2)n1)c1cccc(F)c1 (stereo unspecified)
  108	0	100	12	111	106	101	94
- Cc1cc(C)nc(NC(=S)Nc2cccc(Cl)c2Cl)c1
  89	0	95	0	94	98	96	106
- CCCCn1c(N)c(C(=S)NC(=O)CC(C)(C)C)c(=O)n(C)c1=O
  100	1	119	-6	109	105	98	100
- Cn1cc([N+](=O)[O-])c(C(=O)NCc2ccccc2)n1
  106	0	102	16	94	101	107	110
- O=C(c1ccccc1)N1CCC2(CC1)NCCc1[nH]cnc12
  112	7	122	10	109	103	113	104
- CSC[C@H](NC(=O)Cc1c(C)c2cc3c(C)c(C)oc3cc2oc1=O)C(=O)N[C@@H](Cc1ccccc1)C(=O)O
  106	0	92	5	105	101	101	100
- CCC12CN3CCN(CC(C3)/C1=N\NC(=O)Nc1ccccc1)C2
  79	0	92	-1	151	105	100	116
- O=C(O)c1cccn1Cc1ccccc1F
  92	0	91	3	97	101	100	109
- COc1ccc(C(=O)N/N=C/c2sc(=O)n(Cc3cccc(C(=O)O)c3)c2Cl)cc1
  96	3	98	-2	96	99	101	99
- N#Cc1c2c(c(NCc3cccnc3)n3c1nc1ccccc13)CCC2
  103	8	102	21	103	100	99	94
- C=CCOc1ccc(CNc2nccs2)cc1
  99	0	83	-6	101	97	99	101
- COC(=O)c1c(SCC(=O)Nc2ccc(C)cc2)nc(=O)[nH]c1C
  98	7	96	8	95	91	96	103
- O=C(N/C(=C\c1cccc(Br)c1)C(=O)N1CCCCC1)c1ccco1
  99	0	84	-15	103	101	99	98
- Cc1nc(-c2ccc(NC(=O)c3ccccc3)cc2)cs1
  81	0	104	13	92	96	86	114
- Cc1ccc(C(=O)Nc2ccc(S(=O)(=O)N3CCc4ccccc43)cc2)o1
  103	1	114	12	108	100	103	118
- CCn1c(SCC(=O)Nc2cccc(S(=O)(=O)N(C)c3ccccc3)c2)nnc1C1CC1
  90	3	74	11	100	100	102	101
- N#Cc1cccc(NC(=O)C2CCCN(C(=O)c3ccc(Cl)cc3)C2)c1 (stereo unspecified)
  94	0	95	2	104	104	101	104
- CCN(CC)S(=O)(=O)c1ccc(N2CCOCC2)c(NC(=O)c2cc(Cl)c3c(c2)OCO3)c1
  105	2	94	17	103	103	108	106
- C=CCN1C(=O)C(Cc2ccc(F)cc2)S/C1=N/N=C/c1cccs1 (stereo unspecified)
  105	31	106	9	103	104	104	110
- CCn1c(CS(=O)Cc2ccc(Cl)cc2Cl)nnc1SCc1c(Cl)cccc1Cl (stereo unspecified)
  103	0	86	8	98	98	101	99
- CCCNC(=O)c1ccccc1NC(=O)Nc1ccccc1C
  96	0	101	7	108	98	97	96
- O=C(NCCSc1ccccc1)c1ccccc1F
  95	0	103	18	100	100	94	97
- N/C(COc1ccccc1)=N\NC(=O)c1cccnc1Oc1ccccc1
  90	1	104	-3	94	97	93	94
- Cc1c(C(=O)N2CCN(c3ccccc3)CC2)sc2nc3n(c(=O)c12)CCC3
  100	2	104	27	101	98	102	106
- O=c1c2c3c(sc2nc2n1N=C(c1cccs1)CS2)CCCC3
  95	1	106	-5	102	97	91	106
- COc1ccc(/C=N/n2cnc3c([nH]c4ccc(F)cc43)c2=O)cc1CSc1ccccn1
  84	0	112	3	98	95	100	89
- COc1c(C)cc(S(=O)(=O)NC2CC(C)(C)NC(C)(C)C2)c(C)c1C
  107	0	100	2	103	100	106	99
- O=C(CSc1ccc2nnc(CCNC(=O)c3ccccc3)n2n1)NC1CCCC1
  108	2	102	-2	108	105	102	100
